Source: PubChem BioAssay
12-LOX inh: Primary qHTS assay for inhibitors of human arachidonate 12S-lipoxygenase (ALOX12): Round 2; actives 1.1% (n = 580,000); purified 12hLO, xylenol orange hydroperoxide absorbance; Polyunsaturated fatty acid lipoxygenase ALOX12 (Homo sapiens), P18054; AID 1671190, 2021; Potency, µM (titrated, usually from 108 µM), for inactives: at the highest dose activity change, negative = inhibition, usual class: inhibitors; active = well fitted inhibition curve with a large enough effect; inconclusive = small, poorly fitted or top-dose-only effect, or another doubt; inactive = no such curve, though single readings can be large or run the other way
Target sequence (P18054 whole entry, looked up): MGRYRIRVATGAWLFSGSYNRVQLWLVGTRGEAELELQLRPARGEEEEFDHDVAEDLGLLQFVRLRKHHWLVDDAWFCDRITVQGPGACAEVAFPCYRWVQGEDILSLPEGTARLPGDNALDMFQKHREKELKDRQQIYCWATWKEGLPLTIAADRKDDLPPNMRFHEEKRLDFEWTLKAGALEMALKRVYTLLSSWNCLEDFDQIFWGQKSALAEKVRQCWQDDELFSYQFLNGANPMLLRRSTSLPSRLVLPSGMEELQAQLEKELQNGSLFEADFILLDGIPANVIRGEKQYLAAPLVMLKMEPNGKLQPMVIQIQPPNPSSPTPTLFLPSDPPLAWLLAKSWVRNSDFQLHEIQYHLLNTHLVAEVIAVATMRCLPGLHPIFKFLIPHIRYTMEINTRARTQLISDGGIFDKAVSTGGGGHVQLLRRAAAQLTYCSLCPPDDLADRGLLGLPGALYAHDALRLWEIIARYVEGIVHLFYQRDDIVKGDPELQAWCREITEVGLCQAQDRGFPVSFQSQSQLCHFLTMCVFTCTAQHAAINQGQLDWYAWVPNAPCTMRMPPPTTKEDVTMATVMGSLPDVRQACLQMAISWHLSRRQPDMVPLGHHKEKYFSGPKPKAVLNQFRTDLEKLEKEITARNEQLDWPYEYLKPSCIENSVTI
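Hydroperoxide product was detected by ferrous iron/xylenol orange as the 573 to 405 nm absorbance ratio. Arachidonic acid at 40 uM (final) was turned over for 30 min at room temperature by 150 nM human 12hLO, pH 7.0 Hepes buffer, after 15 min compound preincubation.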
* hit, by the source's call; ? = inconclusive; [ ] = another dose, or the depositor's remark. % is set by controls: 0 for no effect and ±100 for the full control effect; potency is the fitted concentration of half-maximal effect. This is a subset (hit frequency here may not be typical).

The first 23 records (preview)
12-LOX inh	molecule
10%	CC(C)C(NS(C)(=O)=O)c1nnc2n1CCN(Cc1cccc3ncccc13)CC2 (stereo not drawn)
9%	O=C(c1ccc(Cl)cc1)N1CCC(n2c(=O)[nH]c3ccccc32)CC1
30%	Cc1ccc(NC(=O)CC(O)(c2nccn2C)C(F)(F)F)cc1 (stereo not drawn)
14%	Cc1ccc(NC(=O)N2CCCC(c3nc(-c4cccnc4)no3)CCNC(=O)CC2)cc1C (stereo not drawn)
-5%	COc1ccc(C2Cn3cnc(C(=O)N4CCC(C(=O)Nc5ccccc5)CC4)c3CO2)cc1 (stereo not drawn)
?	COC(=O)c1ccc2nc(C3CCCCC3)c(Cc3ccccc3OC)n2c1
-33%	COC(=O)c1cc2c(c3c4cc(F)ccc4n(S(=O)(=O)c4ccc(C)cc4)c13)C(=O)N(Cc1ccc(N(C)C)cc1)C2
?	COc1ccccc1-c1coc2cc(O)ccc2c1=O
-1%	N#Cc1ccc(COC(=O)C2(c3ccccc3)CCCC2)cc1
?	CC[C@H](C)[C@H](NC(=O)c1ccccc1)C(=O)O
-1%[176 µM]	O=C1N(CCc2ccccc2)CCOC12CCN(Cc1ccc3cn[nH]c3c1)CC2
34%	CCC(O)CCCCCCCC(O)CC (stereo not drawn)
53%[activator]	CCn1ncc(C(=O)N[C@@H]2CN(c3ncccn3)C[C@H]2CN(C)C)c1C
?	CC(C)CC(=O)N1CCCN(Cc2ccc3c(c2)OCO3)c2ccccc21
0%	COCCNC(=O)c1ccc2c(c1)N(C)C(CC(=O)NC1CCOCC1)CO2 (stereo not drawn)
13%	Cc1cnc(C)c(-c2cccc3c2OC(CNC(=O)CN2C(=O)c4ccccc4C2=O)C3)n1 (stereo not drawn)
3%[57.4 µM]	O=C(c1cccc(F)c1)N1CCC2(CC1)CCN(c1ccc(-c3ccccc3)cc1)CC2
?	COc1ccc(CN2CCc3oc(C)c(C(=O)N4CCOCC4)c3C2)cc1
?	O=C1N[C@@H]2CCN(C(=O)c3ccccc3)[C@@H]2C(=O)N1c1ccc(Oc2ccccc2)cc1
?	CN(C)S(=O)(=O)c1ccc2oc(SCC(=O)N3CCCC3=O)nc2c1
31%	NC(=O)c1cnc2n1CCN(C(=O)CCNC(=O)c1ccc(F)cc1)C2
4%	N#CC1=C(SCC(=O)Nc2ccccc2C(F)(F)F)NC(=O)CC1c1ccc(F)cc1 (stereo not drawn)
?	Cc1nnc([C@H]2CCN(Cc3cnc4ccccc4c3)C2)o1

This part in full, repeating the preview:
12-LOX inh	molecule
10%	CC(C)C(NS(C)(=O)=O)c1nnc2n1CCN(Cc1cccc3ncccc13)CC2 (stereo not drawn)
9%	O=C(c1ccc(Cl)cc1)N1CCC(n2c(=O)[nH]c3ccccc32)CC1
30%	Cc1ccc(NC(=O)CC(O)(c2nccn2C)C(F)(F)F)cc1 (stereo not drawn)
14%	Cc1ccc(NC(=O)N2CCCC(c3nc(-c4cccnc4)no3)CCNC(=O)CC2)cc1C (stereo not drawn)
-5%	COc1ccc(C2Cn3cnc(C(=O)N4CCC(C(=O)Nc5ccccc5)CC4)c3CO2)cc1 (stereo not drawn)
?	COC(=O)c1ccc2nc(C3CCCCC3)c(Cc3ccccc3OC)n2c1
-33%	COC(=O)c1cc2c(c3c4cc(F)ccc4n(S(=O)(=O)c4ccc(C)cc4)c13)C(=O)N(Cc1ccc(N(C)C)cc1)C2
?	COc1ccccc1-c1coc2cc(O)ccc2c1=O
-1%	N#Cc1ccc(COC(=O)C2(c3ccccc3)CCCC2)cc1
?	CC[C@H](C)[C@H](NC(=O)c1ccccc1)C(=O)O
-1%[176 µM]	O=C1N(CCc2ccccc2)CCOC12CCN(Cc1ccc3cn[nH]c3c1)CC2
34%	CCC(O)CCCCCCCC(O)CC (stereo not drawn)
53%[activator]	CCn1ncc(C(=O)N[C@@H]2CN(c3ncccn3)C[C@H]2CN(C)C)c1C
?	CC(C)CC(=O)N1CCCN(Cc2ccc3c(c2)OCO3)c2ccccc21
0%	COCCNC(=O)c1ccc2c(c1)N(C)C(CC(=O)NC1CCOCC1)CO2 (stereo not drawn)
13%	Cc1cnc(C)c(-c2cccc3c2OC(CNC(=O)CN2C(=O)c4ccccc4C2=O)C3)n1 (stereo not drawn)
3%[57.4 µM]	O=C(c1cccc(F)c1)N1CCC2(CC1)CCN(c1ccc(-c3ccccc3)cc1)CC2
?	COc1ccc(CN2CCc3oc(C)c(C(=O)N4CCOCC4)c3C2)cc1
?	O=C1N[C@@H]2CCN(C(=O)c3ccccc3)[C@@H]2C(=O)N1c1ccc(Oc2ccccc2)cc1
?	CN(C)S(=O)(=O)c1ccc2oc(SCC(=O)N3CCCC3=O)nc2c1
31%	NC(=O)c1cnc2n1CCN(C(=O)CCNC(=O)c1ccc(F)cc1)C2
4%	N#CC1=C(SCC(=O)Nc2ccccc2C(F)(F)F)NC(=O)CC1c1ccc(F)cc1 (stereo not drawn)
?	Cc1nnc([C@H]2CCN(Cc3cnc4ccccc4c3)C2)o1
16µM*	Cc1ccc(-c2cc3ccccn3c2C=O)cc1C
-24%	COC(=O)C1=CN(c2ccc(C)cc2)C(N)=C(C#N)C1c1ccc(OC)cc1 (stereo not drawn)
?	COC(=O)c1ccccc1-c1ccc(/C=C(/C#N)c2nc3ccc(C)cc3[nH]2)o1
54%[activator]	O=C(NCCCn1nccc1C1CC1)C1NCCc2[nH]cnc21 (stereo not drawn)
?	C[C@@H]1CN([C@H](C)CO)C(=O)c2cc(NS(=O)(=O)c3ccccc3)ccc2O[C@@H](C)CCCCO[C@@H]1CN(C)Cc1ccccc1
-6%	COc1cc(CCC(=O)N(CC#N)C2CC2)cc(OC)c1
-2%	CCN(Cc1cnn(CC)c1)C(=O)CN1CC2CC(C1)[C@H]1CCCC(=O)N1C2 (stereo partly drawn)

Part of the list above in order of length of the SMILES, lowest first:
12-LOX inh	molecule
?	COc1ccccc1-c1coc2cc(O)ccc2c1=O
9%	O=C(c1ccc(Cl)cc1)N1CCC(n2c(=O)[nH]c3ccccc32)CC1
?	C[C@@H]1CN([C@H](C)CO)C(=O)c2cc(NS(=O)(=O)c3ccccc3)ccc2O[C@@H](C)CCCCO[C@@H]1CN(C)Cc1ccccc1

Further entries follow.
12-LOX inh	molecule
?	O=C(CSc1c2c(nc3ccc(Cl)cc13)CCCC2)Nc1nc2ccccc2s1
7%[6.33 µM]	COc1cccc(N2C(=O)NC(=NC3CCCC3)C23CCN(Cc2ccccc2)C3)c1 (stereo not drawn)
11%	CN(Cc1ccccc1)C(=O)c1cc(-c2ccncc2)nc2ccccc12
-8%	Cn1cnc2c1c(=O)n(CCCSCc1ccccc1)c(=O)n2C
-8%	O=C(CNc1ccc(Br)cc1F)N(C1CCCCC1)C1CCS(=O)(=O)C1 (stereo not drawn)
2%[176 µM]	CN1CCN(c2ccc(-c3cc4c(ccn4C)c(C(=O)NCCC(N)=O)n3)cc2)CC1
19%	CN(C(=O)c1ccc(F)cc1)C1CCCCC1
-3%	CC(Sc1nncn1-c1ccccc1)C(=O)Nc1ccc(N(C)C)cc1 (stereo not drawn)
9%	Cc1oc(-c2cccc(NC(=O)c3ccccn3)c2)nc1CNC(=O)c1cc(F)c(F)cc1F
12%	O=C(N1CCC(C(=O)N2CCc3ccccc32)CC1)N1CC2CC(C1)[C@H]1CCCC(=O)N1C2 (stereo partly drawn)
-3%[6.33 µM]	O=[S+]([O-])(c1cccs1)N1CC(N2CCc3ccccc32)C1
-9%[57.4 µM]	COc1cc(C=CC(=O)O)ccc1O
?	COc1ccc(-c2noc(CNC(=O)CCc3c(C)c4ccc(O)cc4oc3=O)n2)cc1
-40%	CC(C)c1cccc(NC(=O)CC2(C(=O)O)CCCCC2)c1
-30%	c1csc(-c2noc(CNc3ccc(-n4cnnn4)cc3)n2)c1
?	COCCN1CCCCCC(O)c2cc(C(=O)N3CCN(c4ccccc4F)CC3)ccc21 (stereo not drawn)
15%	O=C(NCC1CC1)c1cn(C2CN(C(=O)NCc3ccccc3)C2)nn1
-11%	Cn1c(NCc2ccc(Cl)cc2)nc2c1c(=O)n(Cc1ccc(Cl)cc1)c(=O)n2C
27%	CN(Cc1cccnc1)C1CN(S(=O)(=O)c2cn(C)cn2)C1
-32%[57.4 µM]	O=C1NC(=O)C(=Cc2cccc(C(F)(F)F)c2)S1
29%	CCCCOC(=O)c1ccc(NC(=O)c2cc(=O)c3ccc(C)c(C)c3o2)cc1
-28%	CCN(CC)C(=S)SCC(=O)NC(=O)NC1CCCCC1
-4%	Cc1cnc(C)c(-c2cc(F)c3c(c2)CC(CNC(=O)c2cccc(Cn4cccn4)c2)O3)n1 (stereo not drawn)
5%	COc1ccccc1C(=O)N1CCCC(c2nc(SCCN3CCOCC3)ncc2C)C1 (stereo not drawn)
?	Cc1cc2occ(CC(=O)Nc3ccc(Cl)cc3F)c2cc1C
-9%	CS(=O)(=O)N(C1CC1)C1CCOC2(CCN(C(=O)NCc3ccccc3)CC2)C1 (stereo not drawn)
-1%	CCOCCCNc1nc2c(c(=O)n(C)c(=O)n2C)n1Cc1ccc(Cl)c(Cl)c1
?	CN(C)CCOC1CC2CCC1(C)C2(C)C (stereo not drawn)
?	CS(=O)(=O)N1CCN(C(C(=O)O)c2c[nH]c3ccc(NC(=O)CCC(=O)O)cc23)CC1 (stereo not drawn)
22µM*	Clc1ccc(CN2CC[C@H](c3nc4cc(Cl)ccc4o3)C2)cc1
?	COCCCn1c(C)cnc1C1CCN(C(=O)Nc2ccc(C)c(C)c2)C1 (stereo not drawn)
?	COc1ccc(C(C)=O)cc1COC(=O)c1c(F)cccc1Cl
14%	O=C(c1ccccc1)N1CCN(c2cc(-c3ccccc3)[nH]n2)CC1
15%	CCOc1nccnc1NC1CCN(C(=O)c2cccn2C)CC1
?	CC(=O)O[C@@H]1[C@H](Oc2c(O)c(C)c3c4c2[C@H](C)CC[C@H]4[C@H](C)C[C@@H]3C=C(C)C)O[C@@H](C)[C@@H](O)[C@H]1O
?	Cc1ccc(C(=O)CCN2CCC(c3ccccc3)C2)cc1 (stereo not drawn)
128%[activator]	COc1ncc2nc(-c3ccccc3)c(=O)n(CCc3ccccc3)c2n1
21%	CNC(=O)[C@@H]1CN(C(=O)c2nn(C)c3ccccc23)C[C@H]1COC
5%	CC(C)(C)C(=O)NCCCC(=O)NCCc1ccccc1
25%	O=C(Nc1ccc2ncnc(N3CCCCC3)c2c1)c1ccccc1Cl
34%[activator]	O=C(NCCc1ccc2c(c1)OCO2)[C@H]1CNC[C@H](C(=O)N2CCCC2)C1
29%	CCC(CC)C(=O)N1C[C@@H](CO)[C@H](c2nc(COC)no2)C1
?	COc1ccc(S(=O)(=O)Nc2ccc3c(c2)CCN3C(=O)c2cccnc2)c(C)c1
?	COC(=O)c1sc2ccccc2c1S(=O)(=O)N1CCN(c2cc(Cl)ccc2C)CC1
?	COc1cccc2cc(C(=O)NCc3nc(-c4ccccc4)no3)oc12
